ANO1 activ: TMEM16A chloride channel activators or potentiators, primary screen, cell-based, HTS; HEK293 TMEM16A/YFP-H148Q/I152L, iodide quench fluorescence; hits give low values; Anoctamin-1 (Mus musculus), Q8BHY3; 0.3% of 340,000 active; AID 623877, 2012; B-score at 10 µM;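 active = fluorescence-ratio B-score plate-corrected deviation score at least 3 library SD below zero, with starting fluorescence score within 5 deviations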;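 also: channel opened by trigger with iodide after compound preincubation; score built on the fluorescence ratio of max minus min over baseline; more negative score means more quench and so TMEM16A activation or potentiation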
KCNK3 block: human KCNK3 channel inhibitors, primary screen, CHO cells, FluxOR thallium flux, B-score; FluxOR fluorescence; hits give low values; 0.84% of 340,000 active; AID 602410, 2012; B-score at 10 µM;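 active = B-score under library mean minus 4 SD, starting fluorescence ratio at most library mean plus 5 SD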;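 also: more negative B-score means stronger inhibition of thallium flux through KCNK3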
KCNQ1 block: inhibitors of human KCNQ1 channel, primary screen, cell-based, thallium flux, high-throughput | Potassium voltage-gated channel subfamily KQT member 1 (Homo sapiens), P51787 | CHO-K1 KCNQ1, FluxOR thallium flux fluorescence; hits give high values | B-score at 10 µM | 1.3% of 310,000 active;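 active = compounds whose thallium flux B-score, printed positive for inhibition, exceeds three library SD while starting fluorescence stays within three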;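 also: channel opened by potassium depolarization with thallium stimulus after 20 min compound exposure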
HDAC3 inh: HDAC3 deacetylase inhibitors, primary screen, biochemical, fluorescence, cell-free homogeneous; Histone deacetylase 3 (Homo sapiens), O15379; recombinant HDAC3, fluorogenic peptide/trypsin coupled; inhibition, % at 8.3 µM; 0.15% of 320,000 active; AID 2718, 2010; in the data active = inhibition above about 26%, passing the limit was not always enough; inconclusive = no clear call, values can overlap the other calls
hERG protect: hERG rescue from dofetilide block, primary screen, cell-based, CHO-hERG, FluxOR thallium flux, dofetilide IC70; Voltage-gated inwardly rectifying potassium channel KCNH2 (Homo sapiens), Q12809; dofetilide IC70 present; activation (rescue from dofetilide block), less the hit threshold, % at 10 µM; 0.51% of 310,000 active; AID 1511, 2009;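 active = activation above the mean of controls blocked by dofetilide plus 5 SD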;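 also: thallium influx through hERG after potassium depolarization seen as dye fluorescence rise; in these data hits start at about 4.7%; inactives centre near -7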
Target sequence (Q12809 whole entry, looked up): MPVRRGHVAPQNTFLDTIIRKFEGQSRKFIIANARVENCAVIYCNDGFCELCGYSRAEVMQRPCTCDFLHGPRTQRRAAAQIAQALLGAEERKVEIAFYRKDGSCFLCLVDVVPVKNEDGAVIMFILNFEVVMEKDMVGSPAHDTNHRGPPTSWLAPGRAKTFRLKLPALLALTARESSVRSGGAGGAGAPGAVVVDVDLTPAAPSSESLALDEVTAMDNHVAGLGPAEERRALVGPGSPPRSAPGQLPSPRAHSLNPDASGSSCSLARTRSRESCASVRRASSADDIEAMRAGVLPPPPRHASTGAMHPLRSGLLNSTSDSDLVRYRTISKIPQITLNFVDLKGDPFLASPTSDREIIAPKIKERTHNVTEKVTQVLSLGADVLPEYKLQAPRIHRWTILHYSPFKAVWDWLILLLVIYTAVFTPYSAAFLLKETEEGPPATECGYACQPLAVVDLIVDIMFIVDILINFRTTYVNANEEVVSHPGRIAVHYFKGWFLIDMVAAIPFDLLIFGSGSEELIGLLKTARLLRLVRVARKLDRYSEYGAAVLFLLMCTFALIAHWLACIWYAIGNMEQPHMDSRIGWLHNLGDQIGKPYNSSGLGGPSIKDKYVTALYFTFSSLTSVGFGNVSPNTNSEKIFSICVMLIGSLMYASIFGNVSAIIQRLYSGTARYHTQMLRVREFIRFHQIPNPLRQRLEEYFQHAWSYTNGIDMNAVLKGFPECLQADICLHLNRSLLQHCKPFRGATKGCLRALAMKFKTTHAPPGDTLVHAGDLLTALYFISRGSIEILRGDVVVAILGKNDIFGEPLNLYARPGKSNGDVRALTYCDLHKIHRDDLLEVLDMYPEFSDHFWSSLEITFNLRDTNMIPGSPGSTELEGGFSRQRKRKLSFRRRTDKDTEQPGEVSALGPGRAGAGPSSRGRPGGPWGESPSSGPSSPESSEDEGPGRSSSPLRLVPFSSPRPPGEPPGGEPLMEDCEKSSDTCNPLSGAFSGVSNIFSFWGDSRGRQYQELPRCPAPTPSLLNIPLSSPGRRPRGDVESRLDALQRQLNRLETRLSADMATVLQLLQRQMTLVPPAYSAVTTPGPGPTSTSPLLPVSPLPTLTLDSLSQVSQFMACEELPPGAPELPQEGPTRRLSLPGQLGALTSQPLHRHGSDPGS
TRPC4 agonist: activators of mouse TRPC4 channel, primary screen, Fluo4 calcium, HEK293 TRPC4beta/mu-opioid cells. 0.49% of 310,000 active. B-score at 10 µM. Fluo4 calcium fluorescence; hits give high values. AID 2237, 2010. Short transient receptor potential channel 4 (Mus musculus), Q9QUQ5;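 active = B-score above 5 SD of library B-scores, and initial fluorescence ratio not above library mean plus 5 SD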;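 also: positive B-score marks a calcium rise read as TRPC4 activation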
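system = HEK293 cells stably co-expressing mouse TRPC4beta and mu-opioid receptor | schedule = Fluo4 dye loading 45 min at room temperature, 110 s recording | measure = B-scored integrated calcium fluorescence ratio | signal = Fluo4 calcium-sensitive dye fluorescence, kinetic, 1 Hz baseline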
ANO1 block: TMEM16A chloride channel inhibitors, primary screen, cell-based, HTS. Anoctamin-1 (Mus musculus), Q8BHY3. normalized B-score (activity score, 25-100; higher = stronger inhibition) at 10 µM. 1.2% of 310,000 active. HEK293 TMEM16A/YFP iodide influx fluorescence, ionomycin;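 active = ratio plate-corrected score three or more library SD toward inhibition, starting fluorescence score within five deviations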;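 also: score derived from kinetic fluorescence span divided by baseline fluorescence per well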
KCNQ1 act: potentiators or activators of KCNQ1 channel, primary screen, cell-based, thallium flux, high-throughput; CHO-K1 KCNQ1, thallium flux FluxOR fluorescence; hits give high values; 0.35% of 310,000 active; Potassium voltage-gated channel subfamily KQT member 1 (Homo sapiens), P51787; AID 2648, 2010; B-score at 10 µM;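 active = fluorescence ratio B-score, a plate-corrected score, at least three library SD, with initial intensity B-score within 5 SD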
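Doses: Single concentration per compound, DMSO matched to controls | Test system: KCNQ1-transfected CHO-K1 cells | Timing: 90 min dye loading and 20 min compound exposure, both at room temperature | Measured by: Kinetic FluxOR thallium fluorescence, 10-s 1-Hz baseline, 110-s post-stimulus read | Medium: Assay buffer with matched DMSO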
TRPC4 PAM: positive allosteric modulators of TRPC4, primary screen, cell-based, mouse TRPC4beta, HEK293 mu-opioid, Fluo-4 calcium; DAMGO EC20, Fluo-4 Ca2+ flux; hits give high values; 0.42% of 310,000 active; B-score at 10 µM; Short transient receptor potential channel 4 (Mus musculus), Q9QUQ5;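 active = B-score of calcium response area above 5 SD of library B-scores, with initial fluorescence ratio within 5 SD of library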;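 also: B-score of integrated fluorescence ratio over time as area under calcium response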
KCNK9 inh: KCNK9 potassium channel inhibitors, primary screen, HEK293 cells, thallium flux | Potassium channel subfamily K member 9 (Homo sapiens), Q9NPC2 | FluxOR thallium flux fluorescence; hits give low values | B-score at 10 µM | 1.2% of 310,000 active;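 active = ratio B-score over 3 SD below the library mean, with starting fluorescence within 5 SD of its mean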;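 also: negative B-score means less thallium flux so channel inhibition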
DYRK1A inh: rat Dyrk1A kinase inhibitors, primary screen, biochemical, single point, plate reader; ADP-Glo luminescence, NFATc1 peptide; inhibition, % at 12.5 µM; 0.43% of 310,000 active; in the data active = inhibition above about 50%;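 also: plate controls were vehicle with enzyme for no effect and no enzyme for full effect; many of its hits are not listed in these tables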
Numbers without * were called inactive; i = inactive; ? = inconclusive; . = not tested or not shown. Only part of the results is shown (hit frequency here may not be typical).

SMILES | ANO1 activ | KCNK3 block | KCNQ1 block | HDAC3 inh | hERG protect | TRPC4 agonist | ANO1 block | KCNQ1 act | TRPC4 PAM | KCNK9 inh | DYRK1A inh
CC(C)CC1=NN(C(=O)c2ccco2)C(O)(C(F)(F)F)C1 (centres undefined) | i | i | i | 3 | -7 | i | i | i | i | i | -3
COc1ccc(CN(CC(=O)NCC2CCCO2)C(=O)CCC(=O)Nc2cc(C)on2)cc1 (centres undefined) | i | i | i | ? | -6 | i | i | i | i | i | -3
O=C(Nc1cccc2cccnc12)c1cc(F)c(F)cc1Cl | i | i | i | 4 | -4 | i | i | i | i | i | -8
O=C(NCCCn1ccnc1)c1nn2c(C(F)(F)F)cc(-c3ccccc3)nc2c1Cl | i | i | i | -1 | -8 | i | i | i | i | i | 1
C=CCNC(=O)C1CCN(c2nc(C)cc(-c3ccccc3)n2)CC1 | i | i | i | 6 | -11 | i | i | i | i | i | 10
O=C(COc1ccccc1)OCC(=O)N1CCCc2ccccc21 | i | i | i | ? | -12 | i | i | i | i | i | -7
CCOc1ccc(OCCC(=O)N2CCc3cc(OC)c(OC)cc3C2)cc1 | i | i | i | -2 | -1 | i | i | i | i | i | 3
COCCCNC(=O)c1cc(Sc2ccc(F)cc2)nc2ccccc12 | i | i | i | 1 | -8 | i | i | i | i | i | 4
O=C(NC1CCN(Cc2ccccc2)CC1)c1ccc(CS(=O)c2ccc(F)cc2)o1 (centres undefined) | i | i | i | -1 | -7 | i | i | i | i | i | 3
N#Cc1cc([N+](=O)[O-])ccc1N1CCCC1 | i | i | i | 1 | -2 | i | i | i | i | i | -3
Cc1ccc(CN(C(=O)c2ccco2)C2CCS(=O)(=O)C2)cc1 (centres undefined) | i | i | i | 1 | -7 | i | i | i | i | i | -4
O=C(CSc1nnc(CNC(=O)c2c(F)cccc2Cl)o1)Nc1ccccc1 | i | i | i | -1 | -2 | i | i | i | i | i | 1
Cc1nn(-c2cccc([N+](=O)[O-])c2)c(N)c1-c1ccccc1 | i | i | i | -3 | 2 | i | i | i | i | i | 31
Cc1ccc(NS(=O)(=O)c2ccc(C(C)(C)C)cc2)cn1 | i | i | i | 4 | -5 | i | i | i | i | i | -2
Cc1c(-c2ccccc2)oc2c(C(=O)N3CCN(c4ccc([N+](=O)[O-])cc4)CC3)cccc2c1=O | i | i | i | 4 | -18 | i | i | i | i | -7.1* | -3
CC1CCCN(Cc2nc3c(c(=O)n(C)c(=O)n3C)n2CCCc2ccccc2)C1 (centres undefined) | i | i | i | -4 | -17 | i | i | i | i | i | 1
O=C(CCN1C(=O)c2ccccc2S1(=O)=O)NCc1ccccc1Cl | i | i | i | . | -1 | i | . | i | i | i | -3
CN(Cc1ccccc1)C(=O)CSc1n[nH]c(N)n1 | i | i | i | -4 | -9 | i | i | i | i | i | 2
Cc1sc2ncnc(N3CCC(C(=O)N(C)CC(=O)Nc4ccccc4Cl)CC3)c2c1C | i | i | i | -5 | -22 | i | i | i | i | i | 40
Cc1c(C#N)c(O)n(CCO)c(=O)c1N=Nc1ccc2c(c1)COC2=O | i | i | i | 12 | -2 | i | i | i | i | i | 10
CCc1ccc(NC(=O)CSc2nnc(-c3cnccn3)n2C)cc1 | i | i | i | 1 | -5 | i | i | i | i | i | 1
CN(C)CCCOC(=O)c1ccc(Br)cc1 | i | i | i | 2 | -3 | i | i | i | i | i | -1
CCOC(=O)/C(C#N)=C/c1cn(CCC(=O)O)nc1-c1ccc(Br)cc1 | i | i | i | 4 | 4 | i | i | i | i | i | 1
COC(=O)CC(NC(=O)c1cccs1)c1ccc(OC)c(OC)c1 (centres undefined) | i | i | i | 5 | -16 | i | i | i | i | i | 2
COc1ccc(NC(=O)c2cccnc2)cc1 | i | i | i | -2 | -8 | i | i | i | i | i | 9
COc1nc(OC)nc(N2CCC(C(=O)Nc3cccc4ccccc34)CC2)n1 | i | i | i | 2 | -12 | i | i | i | i | i | -2
COc1cccc(NC(=O)c2ccc3snnc3c2)c1 | i | i | i | 0 | -2 | i | i | i | i | i | -3
Cc1ccc(NC(=O)NCc2cccnc2)cc1C | i | i | i | -8 | -7 | i | i | i | i | i | -4
CCOc1ccc(C(=O)NCC(=O)OCC(=O)Nc2ccccc2OCC)cc1 | i | i | i | 0 | -5 | i | i | i | i | i | 6
O=C(CN(C(=O)CNS(=O)(=O)c1ccccc1)C1CCCC1)NCC1CCCO1 (centres undefined) | i | i | i | 1 | -1 | i | i | i | i | i | -1

Results in KCNK3 block, KCNQ1 act and TRPC4 PAM, for some of the entries so far:
SMILES	KCNK3 block	KCNQ1 act	TRPC4 PAM
COc1ccc(NC(=O)c2cccnc2)cc1	i	i	i
COc1nc(OC)nc(N2CCC(C(=O)Nc3cccc4ccccc34)CC2)n1	i	i	i
COc1cccc(NC(=O)c2ccc3snnc3c2)c1	i	i	i

Other records follow.
SMILES | ANO1 activ | KCNK3 block | KCNQ1 block | HDAC3 inh | hERG protect | TRPC4 agonist | ANO1 block | KCNQ1 act | TRPC4 PAM | KCNK9 inh | DYRK1A inh
COc1cccc2c1CCC(NC(C)=O)C2=O (centres undefined) | i | i | i | 5 | -3 | i | i | i | i | i | -3
COCc1ccc(C(=O)N2CCCC(CNC(=O)c3ccc(F)cc3)C2)o1 (centres undefined) | i | i | i | -4 | -9 | i | i | i | i | i | -1
CCc1cc(=O)oc2c(C)c(OCC(=O)NCc3ccccn3)ccc12 | i | i | i | 0 | -9 | i | i | i | i | i | 1
Cc1nc2c(cnn2-c2ccc(Cl)cc2)c(=O)n1-c1ccc(N2CCC(C)CC2)cc1 | . | . | i | . | -6 | i | . | i | i | i | .
CN(CCOc1ccc(Br)cc1)C(=O)CNC(=O)c1ccc2ccccc2c1 | i | i | i | 0 | -11 | i | i | i | i | i | 7
N#Cc1c(-c2ccccc2)ccnc1N1CCOCC1 | i | i | i | 1 | -21 | i | i | i | i | i | 10
OC(c1ccccc1)c1ccncc1 (centres undefined) | i | i | i | -5 | -6 | i | i | i | i | i | -1
O=[N+]([O-])c1ccc(N2CCN(S(=O)(=O)c3ccc(Cl)c(Cl)c3)CC2)cc1NCCN1CCOCC1 | i | i | i | 2 | -8 | i | i | i | i | i | -2
COc1ccc(CNC(=O)CCc2cc(OC)c(OC)c(OC)c2)cc1 | i | i | i | 5 | -5 | i | i | i | i | i | 4
c1csc(CNc2nc3ccccc3n2CCN2CCOCC2)c1 | i | i | i | -1 | -13 | i | i | i | i | i | -9
CC(=O)NC(Cc1ccc(F)cc1)C(=O)NC1CCN(c2ncccc2[N+](=O)[O-])CC1 (centres undefined) | i | i | i | 1 | -11 | i | i | i | i | i | 11
O=[N+]([O-])c1ccc(N=NN(CCO)CCO)cc1 | i | i | i | 7 | 1 | i | i | i | i | i | -2
O=C(CSc1ccc(F)cc1)NC1CCCCC1 | i | i | i | -6 | -14 | i | i | i | i | i | -1
COc1ccc(-c2n[nH]c(=S)n2CC(C)C)cc1 | i | i | i | 6 | -11 | i | i | i | i | i | 1
CCOC(=O)c1sc2ccccc2c1OC(=O)c1ccc(C)cc1 | i | i | i | . | -3 | i | i | i | i | i | -6
COc1ccc(-c2cc(C(=O)Nc3sc4c(c3C#N)CCCC4)c3ccccc3n2)cc1 | i | i | . | 3 | . | . | i | . | . | . | 1
COc1ccc(C(=O)CC(=O)C(=O)Nc2ccc(OC)c(Cl)c2)cc1 | i | i | 15* | -3 | -24 | i | i | i | i | -6.7* | -4
CC(NC(N)=O)C(=O)Nc1ccc(Cl)c(S(=O)(=O)Nc2ccc(Br)cc2)c1 (centres undefined) | i | i | i | -10 | -11 | i | i | i | i | i | -3
Cc1cccc(C)c1NC(=S)N(CCN(C)C)Cc1cccs1 | i | i | i | 0 | -5 | i | i | i | i | i | .
CCOc1ccc(S(=O)(=O)N2CCCC(C(=O)N3CCOCC3)C2)cc1 (centres undefined) | i | i | i | -2 | -11 | i | i | i | i | i | -2
CC(C(=O)Nc1cc([N+](=O)[O-])ccc1Cl)N1CCN(c2ccccc2O)CC1 (centres undefined) | i | i | i | -1 | -14 | i | i | i | i | i | 0
Cc1cc(C)c(OCC(=O)Nc2ccc3c(c2)OCO3)cc1C | i | i | i | 2 | -8 | i | i | i | i | i | 0
Cc1ccc(OCCNC(=O)CNC(=O)c2ccc3c(c2)OCO3)cc1 | i | i | i | 5 | -6 | i | i | i | i | i | -6
COc1ccc(N(CC(=O)N2CCc3ccccc3C2)S(=O)(=O)c2c(C)[nH]c(=O)[nH]c2=O)cc1 | i | i | i | -9 | -10 | i | i | i | i | i | 0
Cc1ccc(C(=O)c2c[nH]cc2-c2ccccc2)cc1 | i | i | i | 0 | -1 | i | i | i | i | i | -9
CSCCOC(=O)c1[nH]c2c(c1C)C(=O)CC(c1ccco1)C2 (centres undefined) | i | i | i | 5 | -1 | i | i | i | i | i | 6
COc1ccc(-c2cc3ccc(OCC(=O)NCC4CCC(C(=O)O)CC4)cc3oc2=O)cc1 (centres undefined) | i | i | i | -220 | -7 | i | i | i | i | i | 8
COC(=O)Cn1c(C(O)c2ccccc2)nc2ccccc21 (centres undefined) | i | i | i | 2 | -11 | i | i | i | i | i | 2
O=C(N/N=C/c1cccc2cccnc12)[C@H]1C[C@@H]1c1ccccc1 | i | i | i | -7 | -3 | i | i | i | i | i | .
COc1ccccc1CC(=O)NC1CCC(C)CC1 (centres undefined) | i | i | i | -1 | -7 | i | i | i | i | i | -1

Compound activity as filed in PubChem BioAssay.
